FEN1 inhibitor – inhibitors of human flap endonuclease 1; P39748; Recombinant FEN1 flap cleavage, fluorescence, 15 min; Potency, µM (titrated, usually from 114 µM), for the others: top-dose activity change, negative = inhibition, actives largely listed as inhibitors; hit rate 0.35% among 390,000; AID 588795; note: nearly all actives have a fitted effect of over 65% in size
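Read-out was taken twice, immediately and after 15 min, following addition of 50 nM substrate to 10 nM FEN1 that had sat with test compound for 15 min at room temperature. Curves came from a four-parameter Hill model.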
N370S GC – inhibits or activates N370S mutant glucocerebrosidase; P04062; N370S GC spleen homogenate, 4MU-glucoside fluorescence; Potency, µM (titrated, usually from 59.4 µM), for inactives: top-dose activity change, negative = inhibition, most hits filed as inhibitors; hit rate 0.092% among 330,000; AID 2101;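 note: 0% = full enzyme activity and -100% = no enzyme basal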
TDP1 inh – blocks human tyrosyl-DNA phosphodiesterase 1; Q9NUW8; Potency, µM (series often up to 130 µM), for inactives: at the highest dose activity change, negative = inhibition, actives largely listed as inhibitors; AID 485290; hit rate 0.28% among 350,000; recombinant TDP1, AlphaScreen DNA substrate cleavage; note: nearly all actives have a fitted effect of over 40% in size
Target sequence (Q9NUW8 whole entry, looked up): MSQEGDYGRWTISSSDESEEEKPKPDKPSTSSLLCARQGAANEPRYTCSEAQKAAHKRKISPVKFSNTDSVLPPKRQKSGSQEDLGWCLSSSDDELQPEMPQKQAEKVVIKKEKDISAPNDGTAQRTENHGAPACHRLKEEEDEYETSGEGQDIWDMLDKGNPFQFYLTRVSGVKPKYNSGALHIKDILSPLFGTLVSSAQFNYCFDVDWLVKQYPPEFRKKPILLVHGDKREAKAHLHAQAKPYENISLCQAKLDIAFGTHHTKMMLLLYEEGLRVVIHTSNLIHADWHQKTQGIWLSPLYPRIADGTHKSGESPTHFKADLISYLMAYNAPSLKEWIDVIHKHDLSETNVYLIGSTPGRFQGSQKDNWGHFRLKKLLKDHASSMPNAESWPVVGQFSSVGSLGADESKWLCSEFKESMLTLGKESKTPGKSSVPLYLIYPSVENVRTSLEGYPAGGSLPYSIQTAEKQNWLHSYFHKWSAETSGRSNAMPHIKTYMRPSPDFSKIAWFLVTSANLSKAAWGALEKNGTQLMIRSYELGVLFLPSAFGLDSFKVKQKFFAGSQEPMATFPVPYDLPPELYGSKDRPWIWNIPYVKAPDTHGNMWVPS
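Recombinant E. coli-expressed Tdp1 (1 nM) preincubated with compound 15 min at RT, then 5'-biotin/3'-phosphotyrosine-FITC DNA substrate (15 nM) added for 5 min. AlphaScreen beads (10 ug/ml) added, 10 min RT; tyrosine-FITC cleavage read as signal loss.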
* hit, by the source's call; ? = inconclusive; . = no result given; & = joins results of further samples; [ ] = dose if it differs, or a comment. Calls come from the whole dose curve; as a rule, active = well fitted curve in the direction sought with a large enough effect; inconclusive = small, poorly fitted or top-dose-only effect, or another doubt; inactive = no such curve, though single readings can be large; an effect the other way counts as inactive or inconclusive. Unless noted, % is set by controls: 0 for no effect and ±100 for the full control effect; potency is the fitted concentration of half-maximal effect.

N370S GC | TDP1 inh | SMILES | FEN1 inhibitor
-25% | 9% | CN(C)CCCN(C(=O)c1ccc(S(=O)(=O)N(C)Cc2ccccc2)cc1)c1nc2c(F)cccc2s1 | 4%
. | 0% | COc1ccc(NC(=O)CN(c2ccccc2OC)S(=O)(=O)c2cccs2)cc1Cl | -9%
-10% | . | O=C(CN1C(=O)/C(=C/c2ccco2)SC1=S)NC1CCS(=O)(=O)C1 (stereo not given) | ?
1% | -2% | COc1ccc(N2C(=O)CCC(C(=O)NCc3cccnc3)C2c2ccc(OC)c(OC)c2)cc1 (stereo not given) | 0%
? | . | Cc1cccc(OCC(=O)NCC(=O)N/N=C/c2c(C)[nH]c3ccccc23)c1 | 3%
-7% | 0% | Cc1nnc(SCC(=O)N2CCc3ccccc32)s1 | 9%
6% | 6% | Cc1cc2ccccn2c1C(=O)c1ccncc1 | -3%
-25% | 7% | Cc1ccccc1-n1c(C)cc(/C=N/Nc2ccc([N+](=O)[O-])cn2)c1C | 11%
14% | 2% | COc1ccc(C2CC(c3ccccc3)=NN2C(=O)COC(=O)C2(C)CC2(Cl)Cl)cc1 (stereo not given) | -15%
. | -4% | CCn1c(Cc2ccc(OC)cc2)nnc1SCC(=O)N1CCN(c2ccccc2)CC1 | -6%
6%&-2% | -3%&8% | COC(=O)[C@@]1(Cc2ccc(F)cc2)[C@H]2c3cc(C(=O)N(C)C)n(Cc4c(CO)[nH]cc(C)c4=O)c3C[C@H]2CN1C(=O)c1ccccc1 | -10%
-9% | . | Cc1nn(C)c(NC(=O)c2ccc(Cl)cc2Cl)c1Br | -3%
-6% | -2% | O=C(CCCOc1ccccc1)N1CCN(S(=O)(=O)c2cccs2)CC1 | 6%
5% | 5% | CC(=O)Nc1ccc2sc(C)nc2c1 | -18%
11µM* | 8% | NC(N)=N/N=C/c1ccc(OCc2ccccc2)c(OCc2ccccc2)c1 | ?

Part of the list above in order of count of non-hydrogen atoms, largest number first.
N370S GC | TDP1 inh | SMILES | FEN1 inhibitor
? | . | Cc1cccc(OCC(=O)NCC(=O)N/N=C/c2c(C)[nH]c3ccccc23)c1 | 3%
-10% | . | O=C(CN1C(=O)/C(=C/c2ccco2)SC1=S)NC1CCS(=O)(=O)C1 (stereo not given) | ?
-7% | 0% | Cc1nnc(SCC(=O)N2CCc3ccccc32)s1 | 9%

Other records:
N370S GC | TDP1 inh | SMILES | FEN1 inhibitor
-6% | 7% | CCCN1CC23C=CC(O2)C(C(=O)O)C3C1=O (stereo not given) | 2%
1%[2.35 µM] | 4% | Cc1c(Cl)cccc1NC(=O)CC(C(=O)O)C1CCCO1 (stereo not given) | -2%
. | 5% | O=c1[nH]c2ccc(NCc3ccc(-c4ccc(Br)cc4)o3)cc2[nH]1 | -7%
-1% | 1% | Cc1ccc(CNC(=O)Cn2c(=O)n(CC(=O)N3CCCCC3)c(=O)c3sccc32)cc1 | 4%
-2% | 0% | CCCCc1nnc(NC(=O)c2oc3ccccc3c2C)s1 | -10%
-11% | 9% | CS(=O)(=O)c1ccc2nc(NC(=O)C3CC(=O)N(c4ccccc4)C3)sc2c1 (stereo not given) | -5%
0%&-6% | 7%[56.1 µM] | NS(=O)(=O)c1cc2c(cc1Cl)NC(C1CC3C=CC1C3)NS2(=O)=O (stereo not given) | -4%
-15% | -5% | CCOC(=O)C(=CNc1ccc(C#N)cc1)C(=O)OCC | -14%
-28% | 8% | Cc1ccccc1CC1(CO)CCCN(Cc2nc(-c3cccs3)oc2C)C1 (stereo not given) | -15%
-8% | 2% | Cc1cccc(N2CCN(C(=O)c3cc(S(=O)(=O)N4CCOCC4)cn3C)CC2C)c1 (stereo not given) | 20%
-2% | . | CC(=O)Nc1cccc(NC(=O)CSc2nnc3ccc(-c4ccccn4)nn23)c1 | 2%
12% | 8% | O=C(CN1CCc2ccccc2C1)Nc1cc(S(=O)(=O)N2CCOCC2)ccc1N1CCOCC1 | -5%
16% | 4% | COc1cccc(N2CCN(C(=O)c3ccc(CS(=O)c4ccc(C)cc4)o3)CC2)c1 (stereo not given) | -14%
-6% | 2% | Cc1ccc(Cl)cc1NC(=O)CSc1sc2c(O)cc(=O)[nH]c2c1C#N | ?
18% | 4% | CCOC(=O)C1=C(C)N=C2SCCC(=O)N2[C@@H]1/C=C/c1ccccc1 | 2%
2% | -3% | COc1cc([C@@H]2CC=C(C(=O)O)[C@H](c3cccc(Cl)c3)N2S(=O)(=O)c2ccc(C)cc2)cc(OC)c1OC | -8%
-4% | 0% | Cc1ccc(C(=O)Nc2nc(-c3ccco3)c(-c3ccco3)s2)o1 | ?
10% | 5% | Cc1ccc2c(c1)N(CCCC(=O)NCc1ccc3c(c1)OCO3)C(=O)CO2 | 19%
. | 0% | CCN(CC)c1ccc(NC(=O)CN2C(=O)c3cccnc3Oc3ccc(Cl)cc32)c(C)c1 | -3%
-2% | 0% | Cc1cc(NC(=O)CCC2COc3ccccc3O2)no1 (stereo not given) | 1%
? | 7% | COc1ccc(C(C)=O)cc1COC(=O)c1cccc(N(C)C)c1 | -20%
-5% | 3% | COc1cc([N+](=O)[O-])cc2sc(NC(=O)C(C)(C)C)nc12 | 9%
? | . | CCCCC(C(=O)NC(C)(C)C)N(Cc1ccccc1)C(=O)c1snc(C(N)=O)c1N (stereo not given) | 0%
-3% | 2% | CC(C)OCCCNc1ncnc2c1[nH]c1ccc(F)cc12 | ?
-3% | . | CCOc1ccc(CNc2ccc3c(c2)ncn3C(C)(C)C)cc1 | 8%
-7% | 5% | Cc1ccc2nc(-c3ccc(NC(=O)c4ccco4)cc3)[nH]c2c1 | ?
. | 1% | O=C(CN1C(=O)COc2ccc(S(=O)(=O)N3CCCCCC3)cc21)N1CCN(c2cccc(C(F)(F)F)c2)CC1 | 4%
14% | 0% | O=C(Nc1ccccc1N1CCN(C(=O)c2ccc(Cl)cc2)CC1)c1ccc2c(c1)OCO2 | -13%
0% | 5% | CC(C)c1ccc(NC(=O)CSc2nc(-c3ccccc3F)nc3nc[nH]c23)cc1 | -4%
. | 0% | Cc1ccc2nc(SCC(=O)NC3CCS(=O)(=O)C3)[nH]c2c1 (stereo not given) | -11%

Look-ups from the results shown.
N370S GC with Cc1ccc2nc(-c3ccc(NC(=O)c4ccco4)cc3)[nH]c2c1 stands at -7%
TDP1 inh with O=C(CN1C(=O)COc2ccc(S(=O)(=O)N3CCCCCC3)cc21)N1CCN(c2cccc(C(F)(F)F)c2)CC1 stands at 1%

Remaining list, next part.
N370S GC | TDP1 inh | SMILES | FEN1 inhibitor
-2% | -1% | FC(F)(F)c1cccc(Cn2nnnc2-c2cc(Cl)cc(Cl)c2)c1 | -22%
2% | 2% | COC(=O)[C@@H](NC(=O)Nc1cccc(OC)c1)C(C)C | 6%
. | 6% | COc1ccc(CCNc2nc(SCc3ccccc3F)nc3ccccc23)cc1OC | -6%
8% | 0% | CC(Cl)C(=O)NC(=O)NC12CC3CC(CC(C3)C1)C2 (stereo not given) | -9%
-1% | . | COc1ccccc1NS(=O)(=O)c1cc2c(cc1C)NC(=O)CO2 | -2%
1% | 5% | C=CCNCC(=O)NN=C(c1ccccc1)c1ccccc1 | 10%
3% | 1% | COCC(C)NS(=O)(=O)c1ccc(C(=O)NC(Cc2ccccc2)c2ccccc2)cc1 (stereo not given) | -4%
-5% | . | Cc1cccc(N2CCN(C(=O)CCC(=O)N3CC(C)Oc4ccccc43)CC2)c1C (stereo not given) | -25%
5% | 1% | Cc1ccc(NC(=O)CN2CCc3ccccc3C2)cc1S(=O)(=O)N(C)C | -7%
5% | 4% | CCCNc1c(F)c(F)c2c(C)c3ccccc3nc2c1F | -15%
4% | 5% | O=[N+]([O-])c1nn(-c2ccc(Cl)cc2)n(O)c1=NCc1ccccc1Cl | 15%
5% | 4% | Nc1ccccc1N=c1ssnc1Cl | 1%
. | -2% | COc1ccc(C2=C(C)C(N3CCC(C(=O)Nc4cc(C)ccc4C)CC3)=NS2(=O)=O)cc1 | -1%
21% | 3% | CC(C)C(NC(=O)C1CCCCC1)C(=O)NC1=NCCS1 (stereo not given) | 10%
-9% | 5% | COc1ccc(/C=N/Nc2nnc(Cc3ccccc3)c(=O)[nH]2)cc1OC | ?

Brought forward from above: 4 compounds; new compounds follow.
N370S GC | TDP1 inh | SMILES | FEN1 inhibitor
5% | 4% | Nc1ccccc1N=c1ssnc1Cl | 1%
. | -2% | COc1ccc(C2=C(C)C(N3CCC(C(=O)Nc4cc(C)ccc4C)CC3)=NS2(=O)=O)cc1 | -1%
21% | 3% | CC(C)C(NC(=O)C1CCCCC1)C(=O)NC1=NCCS1 (stereo not given) | 10%
-9% | 5% | COc1ccc(/C=N/Nc2nnc(Cc3ccccc3)c(=O)[nH]2)cc1OC | ?
-11% | 14% | CCC(C)c1ccc(N(CC(=O)NC(C)(C)C)C(=O)CNC(=O)c2cccs2)cc1 (stereo not given) | 8%
-1% | 4% | COc1ccccc1NC(=O)C[n+]1ccccc1C | 7%
1% | 0% | CCOC(=O)C1CCN(C(=O)COc2ccc(N(C)S(=O)(=O)c3ccc(OCC)cc3)cc2)CC1 | 17%
7% | 4% | O=C(NCCCCc1ccccc1)C1CC(c2cccc([N+](=O)[O-])c2)=NO1 (stereo not given) | -19%
4% | -7% | COC(=O)Nc1ccc(C)c2nsnc12 | -10%
26% | -5% | CCCc1cc(C(=O)NCCc2ccc(OC)c(OC)c2)no1 | 19%
2% | 1% | COc1ccc(S(=O)(=O)N2CCC(Cc3ccccc3)CC2)cc1C(N)=O | -5%
. | 3% | COc1cccc(CNS(=O)(=O)c2cnc(N)nc2)c1 | -10%
-1% | . | Cc1ccc(C(=O)N2CCCc3ccccc32)c(F)c1F | 16%
3% | -8% | CC(CCc1ccccc1)NC(=O)C(Cc1ccccc1)NC(N)=O (stereo not given) | 3%
. | 8% | COC(=O)c1scc(-c2ccc(C)cc2)c1S(=O)(=O)N1CCN(c2ccc(C(C)=O)cc2)CC1 | 6%
1% | . | Cn1c(CCC(=O)Nc2cc(S(C)(=O)=O)ccc2Cl)nc2cc(S(=O)(=O)N3CCOCC3)ccc21 | -13%
-1% | 13% | CC(=O)Oc1cccc(N2C(=O)CC(Nc3ccc(N4CCOCC4)cc3)C2=O)c1 (stereo not given) | 5%
1% | 1% | CCS(=O)(=O)NCc1ccc2c(c1)cc(C)n2C | -10%
-6% | -1%[0.505 µM] | CCCCN(C(=O)/C=C/c1ccc(OC)cc1)C1CCS(=O)(=O)C1 (stereo not given) | -2%
3% | 8% | COc1ccc(C2CC(=O)c3cnc(NC(=O)c4ccccc4)nc3C2)c(OC)c1 (stereo not given) | 2%
6% | 3% | S=C(Nc1ccc(Cc2ccncc2)cc1)Nc1cccc(Cl)c1 | 9%
. | 7% | CCCCOc1ccc(S(=O)(=O)Nc2ccc(-c3ccc(N4CCC(C)CC4)nn3)cc2)cc1 | -2%
? | -4% | Cc1cc(C)cc(N2CC(C)(C)C2=O)c1 | 2%

Random draw from the library (roughly 0.57% active in at least one column).
